esBAF inh = Bmi1 luciferase reporter increase in mESCs, primary screen, esBAF inhibitor project, mouse ES cells, Bmi1 luciferase knock-in, single point. 24 h; 100% = twice the neutral-well signal. reporter increase, % at 12.5 µM. actives 2% (n = 350,000). AID 602393, 2012; in the data active = activation above about 40%; inconclusive = no clear call, values can overlap the other calls;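 note: 0% = median of the plate's neutral control wells and 100% = double that signal; a rise in the Bmi1 reporter signal indicates esBAF inhibition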
RAD52 anneal inh = RAD52 DNA annealing inhibitors, primary screen, biochemical, FRET, single point, set 2; inhibition, % at 18.7 µM; recombinant RAD52 DNA annealing, FRET fluorescence; actives 0.46% (n = 360,000);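 active = every replicate showing at least 50% inhibition; inconclusive = mean inhibition at least 50% but not in every replicate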
Target sequence (P43351 whole entry, looked up): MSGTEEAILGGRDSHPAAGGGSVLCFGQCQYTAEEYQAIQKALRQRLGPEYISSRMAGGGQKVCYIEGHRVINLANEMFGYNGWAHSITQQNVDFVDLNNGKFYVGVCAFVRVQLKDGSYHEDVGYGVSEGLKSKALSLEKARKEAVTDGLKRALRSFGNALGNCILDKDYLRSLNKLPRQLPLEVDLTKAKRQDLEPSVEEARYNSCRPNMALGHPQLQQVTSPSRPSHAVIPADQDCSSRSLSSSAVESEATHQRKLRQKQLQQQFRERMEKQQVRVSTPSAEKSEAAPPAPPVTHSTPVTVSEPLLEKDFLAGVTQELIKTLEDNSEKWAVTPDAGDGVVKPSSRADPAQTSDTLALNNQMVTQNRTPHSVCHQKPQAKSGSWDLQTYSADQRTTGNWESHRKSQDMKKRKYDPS
S100A4 inh HTS = inhibitors of S100A4-myosin IIA peptide binding, primary screen, biochemical, fluorescence polarization, TAMRA-MyoIIA peptide; AID 652163, 2013; actives 0.14% (n = 360,000); inhibition, % at 10.7 µM; Protein S100-A4 (Homo sapiens), P26447;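 active = mean inhibition of at least 70% across replicates, with every replicate also reaching that level; inconclusive = mean inhibition reaches 70% but some replicates fall short; inactive = mean inhibition below 70%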
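Material: S100A4 monomer protein | Medium: HEPES pH 7.2 with CaCl2, KCl, NaCl, DTT, Triton | Reagent: Labelled myosin peptide probe, 5 nM | Doses: One dose per compound | Times: 5 min incubation before reading | Benchmarks: Neutral control DMSO, positive control TFP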
RAD54 branch = inhibitors of human RAD54 branch migration, primary screen, biochemical, fluorescence, single point; DNA repair and recombination protein RAD54-like (Homo sapiens), Q92698; RAD54 Holliday junction branch migration, FAM/BHQ fluorescence; inhibition, % at 10.4 µM; actives 0.14% (n = 360,000); AID 602329, 2012;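 active = mean normalized replicate activity at least 40 and at least half of replicates scoring 40 or more; inconclusive = only one of the two criteria met; inactive = mean below 40 and under half of replicates reaching 40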;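 note: 0% = median of neutral control wells and 100% = median of positive control wells; inhibitors cause a drop in the FAM fluorescence signal; in these data hits start at about 50%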
FN deposition inh = inhibitors of fibronectin matrix deposition, primary screen, AH1F cells, Alexa488-fibronectin fluorescence, plate reader. AH1F fibroblasts, overnight. inhibition, % at 12.6 µM. actives 0.086% (n = 350,000);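 active = mean inhibition across replicates of 30% or more, regardless of how many single replicates reach that level; inconclusive = mean under 30% yet at least half of replicates reach 30%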;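 note: positive control wells lacked labelled fibronectin entirely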
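Material: AH1F fibroblast monolayer depositing Alexa488-labelled fibronectin into matrix | Input: 10000 AH1F cells/well | Medium: DMEM plus 2% serum, read in PBS | Reagent: Alexa488-fibronectin, 24 nM final in well | Compound dosing: One dose per compound, pinned | Schedule: 1 h adhesion, overnight exposure | Measured by: Fluorescence at 485 nm excitation, 525 nm emission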
EWS-Fli inh = EWS/Fli-driven NR0B1 reporter inhibitors, primary screen, A673 cells, NR0B1 luciferase, luminescence, MLPCN library; inhibition, % at 12.6 µM; AID 651661, 2012; actives 0.67% (n = 350,000); viability-normalised;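 active = mean inhibition of at least 50% after viability correction, with every replicate also passing that limit; inconclusive = mean reaches 50% but only one of two replicates passes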;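 note: firefly luciferase signal divided by Alamar Blue viability fluorescence both relative to DMSO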
Xi reactivation = activators of inactive X chromosome reactivation, primary screen, imaging, XiGFP fibroblasts, GFP high-content imaging, set 2; XiGFP mouse fibroblasts, % GFP-positive cells imaging, 3 d; cells co-treated with 5-aza-dC sensitizer; scaled so ellipticine positive control = 100%; activation, % at 7.58 µM; actives 0.055% (n = 360,000); AID 743238, 2013;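 active = mean normalized replicate activation at least 10% and every replicate at or above 10%; inconclusive = only one of the two criteria met; inactive = mean below 10% and not all replicates reach 10%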;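 note: 0% = median of on-plate neutral control wells and 100% = ellipticine 6 µM median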
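Assay system: SV40-immortalized XiGFP fibroblast cells, line 68-5-11; buffer or medium: DMEM plus 5-aza-dC sensitizer; compound: one concentration, pinned; timing: compounds 3 days, fix/stain 15 min at room temperature; benchmarks: positive control ellipticine, 6 µM final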
E-sel inducer = E-selectin induction in HUVECs, primary screen, imaging, HUVEC, immunofluorescence imaging, single point. P16581. actives 0.37% (n = 260,000). activation, % at 7.58 µM. normalized: neutral wells 0, TNF-alpha wells 100. AID 686992, 2013;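 active = mean E-selectin-positive cell signal at least 10% of the positive control, reached in at least 60% of replicates, without over 20% cell loss; inconclusive = no rule given, readout overlaps actives, possibly toxicity-flagged; inactive = the rest, including those meeting only one limit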;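 note: in these data hits start at about 27%; measured in HUVEC primary endothelial cells; signal is the percent of cells scored E-selectin positive by PE staining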
Target sequence (P16581 whole entry, looked up): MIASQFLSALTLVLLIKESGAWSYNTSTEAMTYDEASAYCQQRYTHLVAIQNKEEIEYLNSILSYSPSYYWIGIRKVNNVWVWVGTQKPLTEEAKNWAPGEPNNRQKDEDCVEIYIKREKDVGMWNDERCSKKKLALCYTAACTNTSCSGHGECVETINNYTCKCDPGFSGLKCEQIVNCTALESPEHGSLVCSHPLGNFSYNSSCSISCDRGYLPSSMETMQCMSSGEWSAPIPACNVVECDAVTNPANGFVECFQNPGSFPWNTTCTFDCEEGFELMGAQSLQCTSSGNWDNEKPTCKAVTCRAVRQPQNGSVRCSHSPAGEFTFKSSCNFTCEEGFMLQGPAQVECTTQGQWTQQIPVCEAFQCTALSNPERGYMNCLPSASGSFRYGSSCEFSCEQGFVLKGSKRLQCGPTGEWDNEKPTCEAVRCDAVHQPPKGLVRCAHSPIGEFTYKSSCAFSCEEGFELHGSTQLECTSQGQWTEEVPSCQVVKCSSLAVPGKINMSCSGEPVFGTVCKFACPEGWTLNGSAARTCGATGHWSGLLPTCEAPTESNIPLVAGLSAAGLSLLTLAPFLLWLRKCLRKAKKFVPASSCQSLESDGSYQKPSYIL
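Material: HUVEC primary endothelial cells; Amount: 3,000 cells per well; Dosing: single concentration; Medium: EGM-2 growth medium on 0.1% gelatin-coated wells; Read-out basis: percent E-selectin-positive cells; Signal: immunofluorescence imaging; Control set: TNF-alpha, DMSO.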
* hit, by the source's call; ? = inconclusive; / = not tested or not shown; & = joins results of further samples.

SMILES	esBAF inh	RAD52 anneal inh	S100A4 inh HTS	RAD54 branch	FN deposition inh	EWS-Fli inh	Xi reactivation	E-sel inducer
C[C@H]1CCCCO[C@H](CN(C)C(=O)Cc2ccccc2)[C@@H](C)CN([C@@H](C)CO)C(=O)c2cc(NC(=O)c3ccccc3)ccc2O1	4	2	-7	4	3	13	-0.1	/
CCN(CC)CCn1c2c(c(SCC(=O)Nc3cc(C)cc(C)c3)nc1=O)CCC2	-2	-5	-14	/	-4	1	0.1	/
Cc1cc(=O)nc2c3ccccc3n(CC(=O)NC3CCCCC3)n12	3	-19	6	-2	-12	/	0.0	-0.1
CCS(=O)(=O)N1CC2(C1)CN(S(=O)(=O)c1cn(C)cn1)[C@H](CO)c1[nH]c3cc(OC)ccc3c12	/	-3	6	/	0	15	0.1	0.0
Cc1cc(=O)[nH]c(S/C=C/c2ccccc2)n1	15	-2	-1	/	/	-36	/	/
CCCCn1nnnc1C(c1cc2ccccc2o1)N1CCCCC1 (stereo unspecified)	/	-4	-3	/	8	-13	0.0	1.8
Cc1cc(Cl)ccc1OCC(=O)NNC(=O)C1CCN(c2ncnc3sc(C)c(C)c23)CC1	-7	-11	-5	13	2	6	-0.1	/
O=C(Cc1ccccc1)NC(=S)Nc1ccc(N2CCCCC2)cc1	/	-6	-8	/	-7	8	0.0	1.3
CCOC1=C2CN(S(=O)(=O)c3ccc(C)cc3)C(c3cccc(Cl)c3)CC2NC(c2ccccc2)C1 (stereo unspecified)	/	-11	-1	/	4	7	0.5	-0.4
COc1cc(/C=C2/C(=N)N3N=C(CC(=O)N4CCOCC4)SC3=NC2=O)ccc1OCc1ccccc1	24	-49	-4	0	9	/	0.0	/
CCCNC(=O)N1C[C@@H](C)[C@@H](OC)CN(C)C(=O)c2ccc(NS(C)(=O)=O)cc2OC[C@@H]1C	3	-13	8	1	-4	0	0.1	0.1
O=C(C1=C[C@@H](C2CC2)C[C@@H](OCc2ccc(CO)cc2)O1)N1CCN(Cc2ccccc2)CC1	-8	-6	-3	7&-5	0	-3&-1	0.0	-0.2
C[C@@H]1CCCCO[C@H](CN(C)C)[C@H](C)CN([C@@H](C)CO)C(=O)c2cc(NS(=O)(=O)c3ccc(Cl)cc3)ccc2O1	-2	/	/	/	/	10	1.5	-0.1
CCCN(C)C[C@H]1Oc2cc(C#CCN(C)C)ccc2S(=O)(=O)N([C@H](C)CO)C[C@H]1C	4	1	2	-12	-10	-5	0.1	-0.3
COc1ccc2c3c([nH]c2c1)[C@@H](CO)N(C(C)=O)CC31CCN(C(=O)CN2CCOCC2)CC1	/	7	9	/	/	-3	0.1	0.0
CN(C)C(=O)c1cccc(-c2ccc([C@@H]3[C@@H](C#N)N(C(=O)C4CCCCC4)[C@@H]3CO)cc2)c1	2	-1	0	10	-7	-2	0.1	-0.7
CCOc1ccc(N(CC(=O)Nc2ccccc2Cl)S(C)(=O)=O)cc1	17	-12	3	10	-3	-4	0.0	/
CCc1c(C)nc(SCC(=O)N2C(C)CCCC2C)[nH]c1=O (stereo unspecified)	/	-3	-6	4	/	4	0.0	/
C[C@@H]1CN([C@@H](C)CO)C(=O)c2cc(NS(=O)(=O)c3ccccc3)ccc2O[C@@H](C)CCCCO[C@H]1CN(C)C(=O)c1ccccc1	2	6	-29	3	-11	4	0.0	/
CC(Cc1cnccn1)NC(=O)c1cc(COc2ccc(F)cc2F)on1 (stereo unspecified)	-6	3	3	0	1	-5	0.0	/
O=C(O)CCC(=O)N1CCC(n2nnc3cc(C(F)(F)F)ccc32)CC1	-10	-12	1	0	-11	1	0.0	/
Cc1cc(NC(=O)c2cccs2)ncc1NC(=O)C(C)(C)C	-3	-15	-3	1	-6	-2	0.0	/
Cn1ccc2c(-c3ccccc3F)cc3c(c21)C1CCC3C1 (stereo unspecified)	5	-18	5	-3	2	-15	0.0	-0.1
Cc1noc(C)c1S(=O)(=O)Nc1ccc2c(c1)C(=O)N([C@H](C)CO)C[C@H](C)[C@@H](CN(C)C)OCCCC[C@H](C)O2	-6	-11	5	4	10	-10	0.1	-0.2
C[C@@H]1CN([C@@H](C)CO)S(=O)(=O)c2ccc(C#CCN(C)C)cc2O[C@@H]1CN(C)C(=O)CC1CC1	0	-9	-10	-7	/	-13	-1.4	-0.2
O=C(CCCC(=O)OCC(=O)c1cccs1)Nc1ccc(F)cc1	/	-23	-1	/	9	1	0.3	/
C[C@H](CO)N1C[C@H](C)[C@@H](CN(C)C(=O)Nc2ccc(C(F)(F)F)cc2)OCCCC[C@H](C)Oc2ccc(NC(=O)Nc3cccc4ccccc34)cc2C1=O	0	-27	0	-1	-8	-18	0.7	0.4
COCC(=O)N1C[C@@H]2[C@H](c3ccccc31)[C@@H](CO)N2Cc1ccccc1Cl	2	-5	4	-8	/	5	0.0	-0.3
COc1ccc(C(=O)COC(=O)Cn2cnc3ccccc3c2=O)c(OC)c1	/	-19	-1	/	12	-3	0.0	/
C[C@H](CO)N1C[C@H](C)[C@@H](CN(C)C(=O)C2CCC2)Oc2cc(C#CCN(C)C)ccc2S1(=O)=O	1	-13	-19	-2	/	0	-0.2	0.4
CCOc1ccc2c(c1)S/C(=C\c1cccs1)C(=O)N2	?	-123	4	-7	1	-17	-0.1	/
CC(C)Cn1c(N2CCN(CC(=O)Nc3ccc(Cl)cc3)CC2)nc2ccccc21	-12	-12	1	-10	/	2	0.0	/
Cc1ccccc1NS(=O)(=O)c1ccc(C(=O)NCC(c2ccccc2)N(C)C)cc1 (stereo unspecified)	1	0	5	0	-3	3	-0.1	0.5
CC(=O)Nc1ccc2c(c1)C(=O)N(C)[C@H]1CC[C@@H](CC(=O)NCc3ccc(Cl)cc3)O[C@H]1CO2	-1	-18	5	-8	-7	0	0.3	-0.1
N#Cc1ccc(CN2CCN(C(=O)Cn3nc(C(N)=O)c4ccccc4c3=O)CC2)cc1	4	1	0	0	5	5	0.1	0.4
C[C@H](CO)N1C[C@H](C)[C@@H](CN(C)C(=O)Nc2ccc3c(c2)OCO3)OCCCC[C@H](C)Oc2ccc(NS(=O)(=O)c3ccc(Cl)cc3)cc2C1=O	12	-51	-7	-4	-2	-7	0.1	1.7

An excerpt from above in order of molar mass, low to high.
SMILES	esBAF inh	RAD52 anneal inh	S100A4 inh HTS	RAD54 branch	FN deposition inh	EWS-Fli inh	Xi reactivation	E-sel inducer
O=C(O)CCC(=O)N1CCC(n2nnc3cc(C(F)(F)F)ccc32)CC1	-10	-12	1	0	-11	1	0.0	/
O=C(C1=C[C@@H](C2CC2)C[C@@H](OCc2ccc(CO)cc2)O1)N1CCN(Cc2ccccc2)CC1	-8	-6	-3	7&-5	0	-3&-1	0.0	-0.2
CCOC1=C2CN(S(=O)(=O)c3ccc(C)cc3)C(c3cccc(Cl)c3)CC2NC(c2ccccc2)C1 (stereo unspecified)	/	-11	-1	/	4	7	0.5	-0.4

(more compounds)
SMILES	esBAF inh	RAD52 anneal inh	S100A4 inh HTS	RAD54 branch	FN deposition inh	EWS-Fli inh	Xi reactivation	E-sel inducer
CC1(C)CC(=O)C(C=NCCN2CCN(CC(=O)Nc3ccc(Cl)cc3)CC2)=C(O)C1	/	-3	-5	/	/	8	-0.4	/
CN(C(=O)c1ccc(NC(=O)Cc2ccc(NC(=O)C3CCN(C(=O)C4CCCC4)CC3)cc2)cc1)C1CCCC1	4	-21	3	-2	6	3	0.1	2.4
O=C(CCNS(=O)(=O)c1ccccc1)OCC(=O)c1ccc(F)cc1	/	-6	-8	/	-1	0	0.3	1.5
Cc1ccc(-c2ccc3c(c2)O[C@H](CN(C)S(C)(=O)=O)[C@H](C)CN([C@H](C)CO)S3(=O)=O)cc1	7	14	9	-11	-2	2	-0.3	0.2
COC(=O)c1cc(S(=O)(=O)N2CCN(Cc3ccccc3)CC2)cn1C	-22	-15	6	-2	-6	8	-0.1	/
COc1cc(C2/C(=C(\O)c3ccc4c(c3)OCCO4)C(=O)C(=O)N2Cc2ccco2)ccc1O (stereo unspecified)	/	-5	2	11	-7	0	0.1	/
CSCCC(NS(=O)(=O)c1ccc(C)cc1)C(=O)N1CCCC1 (stereo unspecified)	-2	0	7	2	-2	7	0.0	/
COc1cccc(/C=N/Nc2nnc(C)n2N)c1O	7	-13	-6	1	/	-9	0.3	/
C=CC[C@H]1CC(C)=C[C@H](CC=C)N1C(=O)c1cc(COc2ccccc2SC)on1	3	-1	0	-13	6	15	0.1	/
COc1cc(C2C(C(=O)c3ccco3)=C(O)C(=O)N2Cc2cccnc2)cc(OC)c1OC (stereo unspecified)	2	4	3	-3	/	9	/	/
Cc1ccccc1OCC(=O)NCC(=O)OCC(=O)c1ccc([N+](=O)[O-])cc1	-7	1	-2	18	10	/	-0.1	-0.7
CC(CC(=O)N1CCN(S(=O)(=O)c2ccc([N+](=O)[O-])cc2)CC1)c1ccccc1 (stereo unspecified)	0	-2	5	-7	3	3	0.0	-0.8
Cc1cc(C)cc(CN2C(=O)NC3(CCCCCC3)C2=O)c1	2	-8	3	-12	4	-15	0.2	0.0
Cc1ccc2c(c1)C(c1ccc(F)cc1)N(C(=O)C1CC1)CC(=O)N2 (stereo unspecified)	-1	3	-1	16	-2	-2	0.4	0.3
C[C@@H]1CCCCO[C@H](CN(C)Cc2ccc3c(c2)OCO3)[C@H](C)CN([C@@H](C)CO)C(=O)c2cc(NS(=O)(=O)c3cccs3)ccc2O1	-1&1	/	/	-47&-3	/	2&2	0.0	-0.3
Cc1noc(C)c1S(=O)(=O)Nc1ccc2c(c1)C(=O)N([C@H](C)CO)C[C@H](C)[C@H](CN(C)Cc1ccc(C(=O)Nc3ccccc3N)cc1)O2	/	20	11	/	-10	-4	-0.3	0.4
O=[N+]([O-])c1ccc(/C=N/Nc2ccc3ccccc3c2)o1	/	-6	-10	4	10	-64	0.1	/
Fc1ccc(OCCOCCN2CCCC2)cc1	/	6	-7	/	7	-53	0.1	0.1
COc1cc(S(=O)(=O)Nc2cccnc2)ccc1Cl	-7	-9	-2	-15	-7	-1	0.0	/
Cc1ccc(S(=O)(=O)N2CC3(C)CN(S(=O)(=O)c4ccc(C)cc4)CC(C)(C2)C3)cc1	1	-9	2	-5	/	3	/	/
CC(=O)Nc1ccc(S(=O)(=O)NCC2CCC(C(=O)NC(C)c3ccccc3)CC2)cc1 (stereo unspecified)	/	-10	3	/	3	6	0.0	/
C=CCNC(=O)c1ccccc1NC(=O)C1CC(=O)N(C(C)C)C1 (stereo unspecified)	-3	-10	-6	-7	-6	9	0.3	6.0
